From PubChem BioAssay
NR2F2 inh: NR2F2 (human) inhibition, primary screen; inhibition, % at 8.6 µM; HEK293T NGFI-A luciferase reporter, luminescence; P24468; 370,000 tested, 0.7% active;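 active = inhibition above a per-plate cutoff, mean inhibition of test wells between control levels plus 3 SD, cut at about 38% in these data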;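 note: cells cotransfected with COUP-TFII expression vector driving the NGFI-A reporter; 0% = median of COUP-TF2 test wells and 100% = reporter-only cells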
SRC1 inh: human NCOA1 inhibition; HEK293 GAL4-SRC1 luciferase reporter, luminescence; 360,000 tested, 0.12% active; inhibition, % at 3.6 µM; Q15788;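 active = inhibition above the campaign mean plus 3 SD, with each screening campaign given its own cutoff, cut at about 60% in these data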;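 note: 0% = DMSO treated cells and 100% = gossypol at 36 µM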
NCOA3 inh: human NCOA3 inhibition; inhibition, % at 3.6 µM; 360,000 tested, 0.17% active; Q9Y6Q9; HEK293 GAL4-SRC3 luciferase reporter, luminescence;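 active = inhibition above a per-campaign cutoff, the mean of all compounds plus 3 SD, cut at about 60% in these data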;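 note: 0% = DMSO-treated cells and 100% = gossypol-treated cells at 36 µM; higher means less SRC3-driven luciferase light from the GAL4 reporter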
Target sequence (Q9Y6Q9 whole entry, looked up, the tested form may be a part): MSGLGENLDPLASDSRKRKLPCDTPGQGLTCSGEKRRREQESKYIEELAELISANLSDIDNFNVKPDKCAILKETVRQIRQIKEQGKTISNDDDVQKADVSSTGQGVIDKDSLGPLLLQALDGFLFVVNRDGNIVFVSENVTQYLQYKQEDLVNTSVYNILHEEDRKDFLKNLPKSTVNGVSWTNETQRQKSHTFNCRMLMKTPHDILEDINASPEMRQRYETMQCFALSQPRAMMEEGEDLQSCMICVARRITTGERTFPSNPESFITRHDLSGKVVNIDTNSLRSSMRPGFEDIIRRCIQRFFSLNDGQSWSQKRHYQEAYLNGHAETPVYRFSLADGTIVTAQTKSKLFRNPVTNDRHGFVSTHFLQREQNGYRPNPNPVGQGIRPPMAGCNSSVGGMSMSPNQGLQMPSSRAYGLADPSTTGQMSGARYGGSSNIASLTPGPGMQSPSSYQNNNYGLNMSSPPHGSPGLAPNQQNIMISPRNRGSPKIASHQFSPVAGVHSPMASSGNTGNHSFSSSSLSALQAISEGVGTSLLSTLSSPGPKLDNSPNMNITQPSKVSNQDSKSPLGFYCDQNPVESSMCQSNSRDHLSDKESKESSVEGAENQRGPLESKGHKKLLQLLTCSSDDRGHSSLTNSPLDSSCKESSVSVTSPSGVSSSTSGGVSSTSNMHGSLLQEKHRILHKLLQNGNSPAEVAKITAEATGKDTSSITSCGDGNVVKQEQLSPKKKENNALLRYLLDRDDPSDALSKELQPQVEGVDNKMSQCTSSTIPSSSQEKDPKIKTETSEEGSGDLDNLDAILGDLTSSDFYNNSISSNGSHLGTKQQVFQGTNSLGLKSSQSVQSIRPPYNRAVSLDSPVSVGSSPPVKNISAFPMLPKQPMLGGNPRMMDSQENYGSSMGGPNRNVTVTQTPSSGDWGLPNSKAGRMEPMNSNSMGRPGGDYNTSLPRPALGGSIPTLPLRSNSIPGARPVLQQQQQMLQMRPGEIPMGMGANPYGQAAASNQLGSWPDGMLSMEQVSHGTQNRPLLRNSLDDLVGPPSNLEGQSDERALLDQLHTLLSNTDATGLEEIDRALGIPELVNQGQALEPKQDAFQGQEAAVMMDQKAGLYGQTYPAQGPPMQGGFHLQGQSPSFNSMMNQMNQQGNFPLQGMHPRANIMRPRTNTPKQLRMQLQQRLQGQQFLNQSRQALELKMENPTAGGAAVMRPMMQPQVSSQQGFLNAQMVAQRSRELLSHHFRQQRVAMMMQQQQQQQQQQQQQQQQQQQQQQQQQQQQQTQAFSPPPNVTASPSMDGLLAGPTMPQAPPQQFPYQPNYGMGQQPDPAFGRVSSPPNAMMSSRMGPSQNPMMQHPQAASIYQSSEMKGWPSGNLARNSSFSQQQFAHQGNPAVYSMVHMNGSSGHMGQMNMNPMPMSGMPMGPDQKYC
KKLEB tox: counter-screen for CF NF-kB inhibitors: cytotoxicity | KKLEB CF airway cells viability, ATPlite luminescence, overnight; stronger effect = lower value; cells stimulated with P. aeruginosa culture filtrate | activity change (cytotoxicity), % at 5 µM | 360,000 tested, 0.36% active | AID 602141;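 active = corrected activity change at or below -50% at 5 µM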
C8 TRAIL sens: sensitizes caspase-8 expressing cells to TRAIL | inhibition (viability loss, TRAIL sensitization), % at 10 µM | NB7+C8 cells + TRAIL, ATPlite viability luminescence | 360,000 tested, 1% active;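 active = compounds causing at least 50% loss of cell viability in the single-dose screen, relative to plate controls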
LRH-1 inv ag: suppresses constitutive activity of human LRH-1; inhibition, % at 3.6 µM; 360,000 tested, 0.13% active; HEK293T StAR-luciferase reporter, LRH-1 transfected, 24 h; O00482;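 active = inhibition above the mean inhibition of all tested compounds plus 3 SD, cut at about 73% in these data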;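 note: 0% = DMSO wells and 100% = reporter-only cells lacking LRH-1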
TWEAK Fn14 block: inhibitors of TWEAK-Fn14 interaction signaling | inhibition, % at 10 µM | AID 1159606 | TWEAK-stimulated Fn14 reporter cells, luciferase luminescence, 8 h | 360,000 tested, 2% active; in the data active = inhibition above about 50%
LMP1 NFkB inh: Epstein-Barr LMP1 NF-kappaB reporter inhibition; LMP1-induced NF-kappaB luciferase reporter cells, luminescence; inhibition, % at 12.5 µM; 350,000 tested, 0.69% active; AID 504558; in the data active = inhibition above about 41%;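 note: 0% = neutral control wells and 100% = reference inhibitor control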
TROY NFkB inh: TROY signaling inhibition | Q293 LMP1-TROYcd NF-kB luciferase reporter, 4 h | inhibition, % at 10 µM | 360,000 tested, 0.98% active;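 active = compounds whose plate-normalised and pattern-corrected inhibition of the luciferase reporter signal at the single screening dose is 50% or more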
CF NFkB block: blocks PAF-induced NF-kB reporter in cystic fibrosis cells | KKLEB NF-kB-GFP reporter, GFP fluorescence overnight | inhibition, % at 5 µM | 360,000 tested, 0.86% active;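 active = at least 50% inhibition at 5 µM, scaled per plate between neutral and stimulator controls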;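 note: PAF is a Pseudomonas aeruginosa culture filtrate used as stimulus; plate controls were PAF-stimulated DMSO wells for no effect and unstimulated DMSO wells for full effect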
SRC2 inh: human SRC2 (NCOA2) inhibition. Q15596. HEK293 GAL4-SRC2 luciferase reporter, luminescence. inhibition, % at 9 µM. 370,000 tested, 0.17% active. AID 651957;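 active = inhibition above the mean inhibition of all tested compounds plus 3 SD, set per campaign, cut at about 52% in these data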;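 note: 0% = DMSO treated cells and 100% = cells given Gossypol at 36 µM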
* marks the source's active call; other numbers are inactive results; nt = not tested or not shown.

smiles,NR2F2 inh,SRC1 inh,NCOA3 inh,KKLEB tox,C8 TRAIL sens,LRH-1 inv ag,TWEAK Fn14 block,LMP1 NFkB inh,TROY NFkB inh,CF NFkB block,SRC2 inh
CC(=O)Nc1ccc(NC(=O)CCc2nc3sc4c(c3c(=O)[nH]2)CCCC4)cc1,-12,-9,-24,-8,-19,-5,-4,0,2,13,-24
COc1cccc(Cn2cnc3c(NS(=O)(=O)c4ccc(Cl)cc4)c(C)c(C)cc32)c1,10,-4,-1,-4,11,-25,-13,-1,16,42,-19
COc1ccc(/C=N/Nc2snc(SC)c2C#N)cc1OC,-20,-92,-61,-1,25,-81,-1,-10,-26,3,-5
O=C(O)c1cscn1,11,-1,-1,-5,-1,-10,-6,4,-5,9,-10
CC(C)C1C(=O)N(Cc2cn(CCC3OCCCO3)nn2)CCS(=O)(=O)N1Cc1ccc(-c2ccc(Cl)cc2)cc1 (stereo not drawn),-14,-5,5,-5,-8,13,8,-8,8,-19,19
O=C(Nc1cccc2cccnc12)c1csc(COCCO)n1,nt,2,3,-4,-7,10,-6,nt,-2,-13,nt
COc1ccc(C2C(C#N)=C(N)N(c3ccccc3)C3=C2C(=O)CCC3)cc1Cn1cc([N+](=O)[O-])cn1 (stereo not drawn),7,8,12,8,0,-2,-10,1,0,4,19
C#CCSc1nc(N)c2c(n1)OC(N)=C(C#N)C2c1cccnc1 (stereo not drawn),-16,-1,7,18,0,-3,4,-13,-7,-13,-4
COc1ccc(S(=O)(=O)N2CCc3cc(OC)c(OC)cc3C2)cc1,4,-8,-8,8,-4,2,7,-11,2,-7,16
COc1ccc(NS(=O)(=O)c2cccs2)cc1S(=O)(=O)N1CCOCC1,1,-21,0,0,-16,-28,3,-3,7,-6,9

3 entries from above, ordered by count of non-hydrogen atoms, descending:
smiles,NR2F2 inh,SRC1 inh,NCOA3 inh,KKLEB tox,C8 TRAIL sens,LRH-1 inv ag,TWEAK Fn14 block,LMP1 NFkB inh,TROY NFkB inh,CF NFkB block,SRC2 inh
CC(C)C1C(=O)N(Cc2cn(CCC3OCCCO3)nn2)CCS(=O)(=O)N1Cc1ccc(-c2ccc(Cl)cc2)cc1 (stereo not drawn),-14,-5,5,-5,-8,13,8,-8,8,-19,19
COc1ccc(/C=N/Nc2snc(SC)c2C#N)cc1OC,-20,-92,-61,-1,25,-81,-1,-10,-26,3,-5
O=C(O)c1cscn1,11,-1,-1,-5,-1,-10,-6,4,-5,9,-10

Next section:
smiles,NR2F2 inh,SRC1 inh,NCOA3 inh,KKLEB tox,C8 TRAIL sens,LRH-1 inv ag,TWEAK Fn14 block,LMP1 NFkB inh,TROY NFkB inh,CF NFkB block,SRC2 inh
C[n+]1cn(Cc2cc(Cl)ccc2OC(F)F)c2ccccc21,4,6,4,1,5,4,16,-7,0,-12,-12
Cc1ccc(C)c(-n2c(CNc3ccc(F)cc3)nnc2SCC(N)=O)c1,-5,-1,9,-3,-11,18,10,-1,-15,-15,-5
O=Cc1cn(-c2ccc(F)cc2)c2ccccc12,3,8,17,-3,-2,-6,10,-3,-15,25,17
CN(C(=O)COC(=O)c1cc(S(=O)(=O)N2CCCCC2)ccc1N1CCOCC1)C1CCS(=O)(=O)C1 (stereo not drawn),-7,0,-9,3,-4,5,-13,0,3,-23,-19
CN1CCN(C=NC2=NN(c3cccc(C(F)(F)F)c3)CC2)CC1,2,-13,-2,-1,-2,-9,-4,-1,-4,9,-25
CC1CC(C)CN(C(=O)COC(=O)c2ccc[nH]c2=O)C1 (stereo not drawn),10,2,14,3,-3,4,-10,-3,-4,-10,-4
Cc1cc(N)ncc1[N+](=O)[O-],-7,5,-1,8,-7,18,25,0,-1,-6,-3
COc1ccccc1N1CCN(S(=O)(=O)c2c(C)[nH]c(=O)[nH]c2=O)CC1,6,-8,-4,8,-7,10,-20,-4,-6,-9,-9
CCn1cc(C(=O)NCCC(=O)NCCO)c(=O)c2cc3c(cc21)OCO3,-8,-18,1,7,-9,4,-24,-4,-17,-10,-2
COC(=O)c1ccc(Cn2nnc3c(=O)[nH]c(C4CCCN(S(=O)(=O)c5ccccc5)C4)nc32)cc1 (stereo not drawn),16,-6,-7,-2,-1,3,16,-3,-10,10,-28
COc1ccc(S(=O)(=O)N2CCCCC2)cc1-n1cnnn1,10,-37,-6,2,-6,-6,1,-1,14,-5,-24
Cc1ccc(OCC(=O)NC2CCS(=O)(=O)C2)cc1 (stereo not drawn),-18,-1,-3,-13,18,-13,-5,3,-2,4,-18
COc1ccccc1N1CCN(c2ccc(S(=O)(=O)N3CCN(C)CC3)cn2)CC1,-14,4,8,0,-7,6,-14,2,-10,-20,15
CC(C)(C)S(=O)N1Cc2cc(C(=O)NCCCN3CCOCC3)nc(-c3cccc(-c4cc5ccccc5o4)c3)c2[C@H]1CCO (stereo partly drawn),1,-27,19,-6,-26,9,-40,nt,-7,-3,16
Cn1c(=O)oc2cc(S(=O)(=O)Nc3ccc(Cl)cc3F)ccc21,5,-8,11,7,5,22,8,-12,6,-8,0
Cc1cccc(OCC(=O)NCC(=O)N/N=C/c2ccccc2)c1,-2,-1,-10,7,-7,0,-7,-1,4,-9,0
O=C(Nc1nc2c(s1)CCCC2)c1cccnc1,nt,-88,-57,-9,9,-148,19,-5,-29,-14,nt
O=C(CCS(=O)(=O)c1ccccc1)N1CCOCC1,11,-52,-12,6,19,-40,-10,-4,-27,-4,-28
CC(=O)c1ccc(NC(=O)COC(=O)c2nc(Cl)ccc2Cl)cc1,-20,-32,8,0,-2,-1,23,6,-6,18,-13
Cc1ccc(N2C(=O)[C@@H]3[C@H](C2=O)C2CCCN2[C@@H]3C(=O)c2ccccc2)cc1 (stereo partly drawn),-24,-5,-5,11,-3,-16,-16,5,-20,-11,-18
COC(=O)c1sccc1NC(=O)NC1CCCCC1,-21,-26,9,3,0,-28,1,-12,1,17,-10
N#Cc1ccccc1NC(=O)COC(=O)/C=C/c1cn(-c2ccccc2)nc1-c1ccc(Cl)cc1,-11,-18,-4,-33,61*,1,13,-31,-17,5,3
COCCCNC(=S)N1CCN(c2nc(C)nc3sc4c(c23)CCCC4)CC1,-1,4,-3,5,12,12,10,-5,23,-4,-22
Cc1ccc(CC23CN4CCN(CC(C4)C2O)C3)c(C)c1 (stereo not drawn),-10,-12,8,-1,12,4,19,-3,4,4,-17
Cc1cccc(NC(=O)Nc2cccc(C)n2)n1,-16,-13,-3,4,5,-28,-13,-17,-33,-3,-10
CC1=C(C(N)=O)C(c2ccccc2)n2nc(-c3ccncc3)nc2N1 (stereo not drawn),12,-6,4,0,2,1,1,-3,4,0,-12
O=C(Cc1c[nH]c2ccccc12)OCC(=O)c1ccccc1,-11,-48,6,-8,-12,8,-11,-1,3,6,-34
COc1ccc(C2Nc3ccccc3C(=O)N2Cc2ccco2)cc1COc1ccc(NC(C)=O)cc1 (stereo not drawn),19,-13,-8,-2,-6,-17,-64,7,-32,5,21
O=C(C1CN(S(=O)(=O)c2ccccc2)CCN1S(=O)(=O)c1ccccc1)N1CCCCCC1 (stereo not drawn),11,-8,-9,2,6,6,-35,-25,-53,-5,-13
COc1cc(/C=C/C(=O)Nc2ccncc2)cc(OC)c1OC,-28,9,18,7,-1,-12,-57,9,0,-10,-9
Cc1[nH]c(=O)c(C#N)cc1-c1csc(-c2ccccc2)n1,6,-1,-4,4,-21,-6,-12,12,-4,-28,-21
C[C@@H]1CN([C@H](C)CO)C(=O)c2cc(Br)cnc2O[C@H]1CN(C)C(=O)Nc1ccc2c(c1)OCO2,-11,-8,17,0,-9,-4,2,4,-6,-7,-18
Cc1ccc2nc(NC(=O)CCn3cccc3)sc2c1,-19,-46,-63,-6,4,-51,-14,-23,-24,5,-61
Fc1cccc(NC(=S)NC2CCCCCCC2)c1,0,-52,-6,3,10,-19,-13,-5,-21,7,2
CN=CC1=C(O)CC(C)(C)CC1=O,-6,-15,2,5,-10,-11,-2,3,18,-15,12
COc1ccc(NC(=O)C2CCCN(S(=O)(=O)c3cnc[nH]3)C2)cc1 (stereo not drawn),-15,1,9,5,-10,18,3,-12,-10,-6,-32
Cc1ccccc1NC(=O)CC(=O)Nc1ccccc1C,-7,3,-12,2,-29,17,18,7,-6,0,21
N#Cc1ccc(C=NN2CCCCCC2)cc1,-43,-75,-65,-7,-2,-29,-51,-21,-42,6,-64
CCCC1=C(C(=O)OCC)C(c2ccccc2OC)NC(=O)N1 (stereo not drawn),0,8,16,-8,-1,12,7,-18,-14,9,15
CCCCn1c(=O)[nH]c(=O)c2c1nc(-c1ccccn1)n2CC,10,4,11,1,17,12,2,0,14,17,-47
COc1cc(NC(=O)COC(=O)/C=C/c2ccc(Cl)cc2Cl)cc(OC)c1,-6,-9,7,-8,9,-12,-18,3,8,9,5
COc1cc(=O)[nH]c(SC(C)C(=O)Nc2cc(C)on2)n1 (stereo not drawn),5,6,20,-2,17,3,-3,-23,11,7,0
CCCCn1c(N)c(N(CC(C)C)C(=O)c2ccco2)c(=O)[nH]c1=O,0,-6,-4,-10,-12,-2,5,-3,-13,11,-39
N#CCSc1nc2cc(C(=O)N3CCC(C(N)=O)CC3)ccc2c2nc3ccccc3n12,nt,11,0,-26,8,-8,43,8,28,68*,nt
CCNC(=O)c1ccccc1NC(=O)c1cccc(S(=O)(=O)N2CCC(C)CC2)c1,19,6,-3,-1,0,-1,24,6,24,4,3
Cc1ccc(NC(=O)COC(=O)Cn2cnc3c2c(=O)n(C)c(=O)n3C)cc1F,-3,-2,-19,-1,3,-5,-7,-7,-7,8,4
COCCOC(=O)c1c(C)n(C)c2ccc(OC(=O)c3ccccc3F)cc12,-13,19,-2,3,0,0,-27,-5,-13,1,-22
O=C(c1ccccc1F)N1N=C(C(F)(F)F)CC1(O)c1ccccc1 (stereo not drawn),-1,6,-4,-4,-19,-2,12,-8,-8,11,-6
CC1CN(S(=O)(=O)c2cccc(C(=O)OCCOc3ccccc3)c2)CC(C)O1 (stereo not drawn),19,-1,19,-9,5,-1,13,4,16,11,-7
CN(CC(=O)Nc1ccc(S(=O)(=O)N2CCCC2)cc1)Cc1c(F)cccc1Cl,21,-3,9,2,9,11,-30,6,22,-10,30

Carrying on:
smiles,NR2F2 inh,SRC1 inh,NCOA3 inh,KKLEB tox,C8 TRAIL sens,LRH-1 inv ag,TWEAK Fn14 block,LMP1 NFkB inh,TROY NFkB inh,CF NFkB block,SRC2 inh
Cc1csc2nc(CCNS(=O)(=O)c3cccs3)cn12,-13,-40,-41,-4,-3,-56,4,-24,-17,13,-24
O=C(CN1C(=O)CSc2ccc(S(=O)(=O)N3CCOCC3)cc21)NCc1ccc(F)cc1,-10,-52,3,-1,-10,-2,2,-6,-4,4,-4
C#CCNC(=O)C1=C[C@H](C(C)(C)C)C[C@H](OCCCCO)O1,4,4,13,-1,-6,20,-18,-9,-8,17,-10
COc1ccc(CNc2ccc(C)c(C)c2)c(OC)c1OC,1,-4,0,1,2,5,-27,1,0,-12,-7
COc1cccc(-c2nc(SC)nc3sc(C(=O)NC(C)(C)C)c(N)c23)c1,-7,-3,11,4,-23,-29,-27,1,-15,2,-14
Cn1cnc2cc(NCc3ccccc3O)ccc21,-5,-17,-38,13,3,-5,-18,-7,7,-9,-49
COc1cccc(CC2(CO)CCCN(Cc3ccc(OC(F)F)cc3)C2)c1 (stereo not drawn),7,-8,-18,-4,-15,-13,-1,-4,17,-1,-28
Cc1cc(C)c(C(=O)c2ccccc2C(=O)O)c(C)c1,nt,9,-1,-7,0,-30,12,nt,11,-10,nt
